PTK2B oligo ant: blocks oligomerization of human Pyk2 in cells; z-score (the deposit names both 25 µM and 10 µM); 0.83% of 99,000 active; Q293 cells, Pyk2 FERM NanoBiT luminescence; active compounds read low;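 active = Z-score of -3 or lower, scaled per plate to the spread of control and sample wells; inactive = z-score above -3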;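 note: negative z-score means lost luminescence so less FERM oligomerization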
Target sequence (Q14289 whole entry, looked up): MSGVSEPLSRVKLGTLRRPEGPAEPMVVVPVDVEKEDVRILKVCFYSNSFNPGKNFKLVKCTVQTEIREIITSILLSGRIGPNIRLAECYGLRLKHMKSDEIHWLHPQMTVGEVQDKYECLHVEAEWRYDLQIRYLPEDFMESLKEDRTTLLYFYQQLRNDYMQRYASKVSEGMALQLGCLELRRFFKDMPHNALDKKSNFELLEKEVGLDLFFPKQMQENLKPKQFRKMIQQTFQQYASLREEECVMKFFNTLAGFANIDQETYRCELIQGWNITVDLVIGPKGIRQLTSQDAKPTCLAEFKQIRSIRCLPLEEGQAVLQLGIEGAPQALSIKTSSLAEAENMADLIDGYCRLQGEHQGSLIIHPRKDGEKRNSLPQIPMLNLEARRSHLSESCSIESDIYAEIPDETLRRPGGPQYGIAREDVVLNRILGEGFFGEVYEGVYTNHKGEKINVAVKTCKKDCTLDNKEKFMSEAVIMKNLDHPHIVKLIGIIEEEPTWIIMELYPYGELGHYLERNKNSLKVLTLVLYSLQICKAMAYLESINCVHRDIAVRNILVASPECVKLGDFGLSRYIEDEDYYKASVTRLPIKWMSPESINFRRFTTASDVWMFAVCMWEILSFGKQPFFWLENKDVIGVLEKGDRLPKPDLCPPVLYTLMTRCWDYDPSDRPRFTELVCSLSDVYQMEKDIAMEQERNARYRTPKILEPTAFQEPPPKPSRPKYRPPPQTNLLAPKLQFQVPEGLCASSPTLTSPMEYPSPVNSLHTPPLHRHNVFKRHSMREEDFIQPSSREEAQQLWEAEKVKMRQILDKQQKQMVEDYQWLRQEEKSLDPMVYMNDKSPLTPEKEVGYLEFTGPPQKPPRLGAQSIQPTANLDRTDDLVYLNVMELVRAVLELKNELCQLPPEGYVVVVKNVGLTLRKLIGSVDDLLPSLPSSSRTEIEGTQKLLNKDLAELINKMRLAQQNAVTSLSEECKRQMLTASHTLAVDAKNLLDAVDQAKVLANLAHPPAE
LYP inh 2: inhibitors of human LYP (PTPN22) phosphatase; Q9Y2R2; recombinant LYP catalytic domain, DiFMUP fluorescence; inhibition, % at 2 µM; 0.21% of 96,000 active; AID 640;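 active = inhibition at 2 µM at or above a set limit, the screen mean plus 3 SD, cut at about 24% in these data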;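 note: 0% = DMSO with enzyme and 100% = enzyme fully blocked by orthovanadate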
TNFa cytotox: HUVEC cytotoxicity counter-screen, TNF alpha stimulated; HUVEC TNFalpha-stimulated, Hoechst cell count, imaging; cell count reduction, % at 2 µM; 0.17% of 93,000 active;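 active = cell count reduction exceeding the screen mean by over 5 SD, scaled to untreated wells per plate, cut at about 78% in these data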;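 note: cells counted after 24 h of TNF alpha exposure following the 1 h pretreatment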
F-actin modifier: alters cytoskeleton assembly in HUVEC cells. 0.18% of 91,000 active. HUVEC TNFa F-actin phalloidin imaging, high content. inhibition, % at 2 µM. AID 836;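 active = inhibition above the batch mean plus 3 SD and confirmed as a hit by visual image inspection, cut at about 30% in these data, passing the limit was not always enough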; note: strong numbers were not always called active
PTPN22 act: LYP (human) phosphatase activation. recombinant LYP, DiFMUP fluorescence; 0 = plate median, 100 = signal doubled. activation, % at 2 µM. Q9Y2R2. 0.11% of 96,000 active;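 active = activation at 2 µM above a set limit, the mean plus 5 SD, cut at about 37% in these data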
VCAM1 TNFa inh: reduces TNF alpha induced VCAM1 expression in HUVEC; HUVEC TNFa-induced VCAM-1 immunofluorescence, high-content imaging; inhibition, % at 2 µM; 0.48% of 95,000 active; AID 802;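 active = inhibition above the batch mean plus 3 SD, with images confirmed as a hit by eye, cut at about 37% in these data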;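 note: 0% = TNF-stimulated DMSO wells and 100% = unstimulated control wells; not every result past the cut was called active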
ERa SRC1 inh: blocks coactivator binding to human estrogen receptor alpha; 1.7% of 86,000 active; TR-FRET ER-alpha LBD / SRC-1 peptide, estradiol-bound; P03372; inhibition, % at 25.6 µM; in the data active = inhibition above about 50%;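 note: 0% = receptor plus peptide control and 100% = peptide only without receptor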
FAK blocker: FAK (human) kinase inhibition; Q05397; biochemical FAK kinase activity assay; inhibition, %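 (tested at 7 µM)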; 0.84% of 97,000 active; AID 727; in the data active = inhibition above about 19%;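 note: 0% = DMSO and 100% = reference compound high control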
IL1B cytotox: HUVEC cytotoxicity counter-screen, IL-1B stimulated; cell count reduction, % at 2 µM; 0.41% of 94,000 active; HUVEC cell count loss, Hoechst imaging;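 active = cell count reduction more than 3 SD above the screen-wide mean, cut at about 70% in these data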;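 note: normalized per plate to untreated control cells as the no-loss baseline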
* hit, by the source's call; . = not tested or not shown; [ ] = another dose, or the depositor's remark.

SMILES	PTK2B oligo ant	LYP inh 2	TNFa cytotox	F-actin modifier	PTPN22 act	VCAM1 TNFa inh	ERa SRC1 inh	FAK blocker	IL1B cytotox
CC(C)(C)c1csc(NC(=O)c2ccc3nccnc3c2)n1	-0.42	-1.0	6.4	13.7	4.4	20.2	8.9	2.5	0.0
Cc1ccccc1OCCN1C(=O)c2ccccc2C1=O	-1.4	-4.5	-6.6	24.9	3.5	-2.0	.	1.8	8.1
CN(C)S(=O)(=O)c1cccc(C(=O)OCC(=O)NCc2ccccc2)c1	0.53	-2.1	-23.6	-0.2	0.5	22.8	.	2.2	18.8
CCN(CC)S(=O)(=O)c1cccc(-c2nnc(SCCOc3ccc(Cl)cc3)o2)c1	1.09	6.0	-21.7	8.2	-6.8	-6.3	-2.1	3.0	-22.2
Cn1c(=O)c(-[n+]2ccccc2)c([O-])c2ccccc21	0.64	7.8	-20.8	-4.5	-5.5	1.3	-3.0	1.2	-90.9
CNCCCOc1cccc(OC(C)C)c1	-0.29	1.1	-16.6	0.1	1.5	-18.1	13.1	-3.1	-19.7
Cc1ccc(-c2csc3nnc(SCC(=O)Nc4nsc(-c5ccccc5)n4)n23)cc1	-1.2	-10.7	-12.8	-2.6	5.8	9.8	31.9[fluorescence artefact?]	6.6	-55.3
Cn1c(SCC(=O)Nc2ccc(N3CCOCC3)cc2)nnc1-c1ccccc1	0.6	1.8	-9.6	-5.6	-2.5	24.1	13.1	-1.7	-7.4
Cc1cccc(Cc2cnc(NC(=O)c3ccc(C)o3)s2)c1	-0.42	-0.1	5.6	-24.3	2.6	37.5	7.5	4.4	2.3
CCOC(=O)c1sc2ccccc2c1OC(=O)c1ccccc1	-1.76	4.2	-23.8	-7.2	-5.7	-4.7	.	2.7	-25.0
Cc1ccc(S(=O)(=O)C2(C(=O)N3CCCC(C)C3)CC2)cc1 (configuration not stated)	-0.15	0.1	-11.7	4.3	-1.6	-3.1	-0.9	0.9	0.0
O=C(NCCC1=CCCCC1)C1CCCN(S(=O)(=O)c2cnc[nH]2)C1 (configuration not stated)	.	1.6	-15.8	4.4	-4.5	1.5	-8.0	-1.4	-3.2
COc1ccc(CCNS(=O)(=O)c2cccc(F)c2)cc1OC	0.63	-17.5	-9.9	-16.0	14.0	2.2	4.0	4.3	2.6
CC(=O)Nc1ccc(OC(=O)c2ccco2)cc1	-0.88	-4.8	-22.1	9.9	3.4	14.5	-9.7	-0.3	3.2
Cc1cc(/C=N/n2cnnc2)c(C)n1-c1ccc(C(=O)O)cc1	0.49	10.2	-39.4	17.0	-11.5	7.0	-7.3	-2.6	-21.8
Cc1ccc(-c2nc3ncccc3o2)cc1NC(=O)Cc1ccc(Cl)cc1	0.14	1.6	-15.8	12.1	2.1	-5.5	51.7*[fluorescence artefact?]	-0.5	-16.7
O=C1OCCC1Sc1nc2ccccc2n1-c1ccccc1 (configuration not stated)	0.61	-0.2	-3.5	-9.0	0.0	-3.0	7.8	1.0	-18.0
COC(=O)[C@H](C)NC(=O)NCc1ccccc1F	0.15	-11.9	-12.4	14.8	11.2	-9.4	0.7[fluorescence artefact?]	-5.4	2.1
O=C1c2ccccc2C(Nc2ccc3c(c2)OCCO3)N1Cc1ccc2c(c1)OCO2 (configuration not stated)	.	-14.3	-8.5	-9.7	13.1	5.9	-0.4	2.9	-43.9
Cc1ccc(OCC(=O)NN=C2c3ccccc3-c3ccccc32)cc1	0.11	15.6	4.9	-25.9	-13.8	2.4	.	1.1	-57.4
Cc1ccnc(NS(=O)(=O)c2ccc(NS(=O)(=O)c3cccs3)cc2)n1	1.89	10.5	8.4	4.5	-8.0	2.3	.	9.4	36.4
COc1ccc(CNC(=O)C2CCC(CNc3c(N4CCOCC4)c(=O)c3=O)CC2)cc1 (configuration not stated)	.	-3.7	-47.6	3.2	0.8	14.4	.	5.8	4.6
CN1C(=O)CC(N2CCN(c3ccccc3)CC2)C1=O (configuration not stated)	0.32	-7.0	-19.4	-17.6	8.0	-3.6	-5.2	-2.1	-14.7
CC(C)n1ncc(C(N)=O)c1N	0.22	-4.4	8.4	-80.4	3.2	0.7	13.5	5.7	-17.0
CC(C)Cn1c(SCC(=O)c2ccc(Cl)s2)nnc1-c1ccco1	1.18	-1.7	-13.3	10.5	-0.1	18.5	39.2[fluorescence artefact?]	0.8	-7.9

Next section
SMILES	PTK2B oligo ant	LYP inh 2	TNFa cytotox	F-actin modifier	PTPN22 act	VCAM1 TNFa inh	ERa SRC1 inh	FAK blocker	IL1B cytotox
CCOc1ccc(CCNC(=O)CN2CCN(Cc3ccc(F)cc3)C2=O)cc1OCC	0.36	-2.7	-17.8	5.2	4.4	20.9	-4.2	-1.1	26.0
Cc1ccccc1C(=O)NC1CCN(Cc2nnnn2Cc2ccccc2)CC1	1.47	-0.4	33.7	7.7	-1.3	-12.9	-8.4	-0.1	0.0
COc1cc(NC2c3ncccc3C(=O)N2Cc2ccco2)cc(OC)c1 (configuration not stated)	-0.14	-11.6	-5.0	19.5	7.9	-6.5	.	-0.1	-1.2
CCOC(=O)c1cnc2c(Cl)cc(Cl)cc2c1NCCOCCO	-0.56	6.3	-10.4	42.6	-8.3	0.1	-28.0	1.0	9.9
Cc1ccc2[nH]cc(C(=O)NCc3cccs3)c(=O)c2c1	-1.42	7.3	-8.8	-3.3	-7.6	-16.6	0.7	0.5	15.5
O=C(Nc1nccs1)NC(C(F)(F)F)C(F)(F)F	0.16	-9.5	-8.2	-8.8	8.1	21.5	5.5[fluorescence artefact?]	0.0	7.2
CCOc1ccc(N/C(C)=C/C(=O)c2ccc(C)o2)cc1	0.42	-2.1	-0.4	4.2	4.0	15.3	-6.8	-1.1	-0.5
Cn1c(SCc2ccccc2)nnc1-c1c[nH]c2ccccc12	.	9.0	-7.9	-5.7	-9.8	21.6	-3.6	2.2	-3.9
COc1c(Cl)cc(Cl)cc1C(=O)Nc1ccccc1N1CCN(C(C)=O)CC1	1.37	0.0	-3.3	2.8	-1.4	-3.8	-12.8	-2.9	-3.2
O=S(=O)(c1cccc(-c2cn3cccnc3n2)c1)N1CCCCCC1	0.08	-2.5	6.5	-23.4	0.8	11.6	58.0*	-0.8	-60.2
COc1ccc(OC)c(NC(=O)C2CCN(S(=O)(=O)c3cccs3)CC2)c1	0.48	-2.1	-7.5	-0.6	5.9	21.2	5.4	-0.1	0.8
Clc1ccc(C(c2nnnn2CCc2ccccc2)N2CCSCC2)cc1 (configuration not stated)	-0.88	8.8	53.7	-24.2	-6.2	4.5	-4.1	-8.7	-2.7
O=C1CN(C(=O)CCCc2c[nH]c3ccccc23)c2ccccc2N1	-0.61	-4.8	-1.7	-9.4	8.4	5.9	10.2	-9.5	-5.4
Cc1cc(O)c(C2(C(F)(F)F)NCCNC2=O)cc1C (configuration not stated)	-0.42	-1.4	-17.3	-4.8	-2.1	21.1	-6.0	-2.4	10.9
O=c1oc2ccccc2nc1/C=C(O)/C=C\c1ccccc1	0.52	3.4	-11.5	-25.6	1.9	4.1	.	-0.6	-20.8
O=C(CSCc1cnn(-c2ccccc2)c1-n1cccc1)NCC1CCCO1 (configuration not stated)	2.98	7.7	-24.6	6.3	-7.7	-33.9	-5.9	0.2	8.4
Cc1csc(=O)n1CCC(=O)O	-0.6	0.8	-26.5	4.5	-3.1	25.4	-4.6	-1.9	18.7
Cc1cc(N2CCCCC2)nc(N2CCOCC2)n1	-0.24	3.3	23.6	-4.2	-5.8	7.2	19.9	-0.3	26.8
CC(C)C(c1nnnn1C1CCCC1)N1CCN(C(=O)c2ccco2)CC1 (configuration not stated)	-0.74	-7.8	-16.3	-10.3	4.4	10.2	-3.8	-4.1	-1.0
CCn1c(SCC(=O)N/N=C/c2ccc(OC)c(OC)c2)nc2ccccc21	1.06	-3.5	-13.8	-2.5	7.6	7.7	.	2.0	-8.2
Cc1noc(C)c1S(=O)(=O)N1CCCC(C(=O)Nc2nccs2)C1 (configuration not stated)	.	2.1	-8.6	-17.9	-5.3	7.7	-7.6	0.9	-9.8
CCn1cc(C(=O)O)c(=O)c2cc(Br)ccc21	0.55	12.6	3.5	.	-11.4	0.7	2.6	-1.5	-11.6
CCOc1ccc(/C(O)=C2/C(=O)C(=O)N(c3cc(C)on3)C2c2ccc(C(=O)OC)cc2)cc1 (configuration not stated)	1.04	6.2	8.2	2.9	-8.2	-19.3	-11.2	-5.9	11.0
CCCn1c2ccccc2c2nnc(SC(CC)C(=O)Nc3sc4c(c3C#N)CCCC4)nc21 (configuration not stated)	-1.21	-5.5	-7.6	12.1	4.0	-3.4	.	1.2	0.0
CC(Sc1nc(-c2ccccc2)cc(=O)[nH]1)C(=O)O (configuration not stated)	0.16	2.6	-7.0	-7.7	-0.4	13.9	-4.2	-2.1	-0.5

Entries of single compounds as entered above:
Results for `Cc1ccc2[nH]cc(C(=O)NCc3cccs3)c(=O)c2c1` = PTK2B oligo ant = -1.42; LYP inh 2 = 7.3; TNFa cytotox = -8.8; F-actin modifier = -3.3; PTPN22 act = -7.6; VCAM1 TNFa inh = -16.6; ERa SRC1 inh = 0.7; FAK blocker = 0.5; IL1B cytotox = 15.5
Results for `CCOc1ccc(/C(O)=C2/C(=O)C(=O)N(c3cc(C)on3)C2c2ccc(C(=O)OC)cc2)cc1` (configuration not stated) = PTK2B oligo ant = 1.04; LYP inh 2 = 6.2; TNFa cytotox = 8.2; F-actin modifier = 2.9; PTPN22 act = -8.2; VCAM1 TNFa inh = -19.3; ERa SRC1 inh = -11.2; FAK blocker = -5.9; IL1B cytotox = 11.0

Additional structures.
SMILES	PTK2B oligo ant	LYP inh 2	TNFa cytotox	F-actin modifier	PTPN22 act	VCAM1 TNFa inh	ERa SRC1 inh	FAK blocker	IL1B cytotox
N#Cc1c(-c2cccc(F)c2)cc(-c2ccccc2)nc1Br	2.07	11.5	-6.0	4.2	-6.8	12.3	.	-19.0	2.5
COc1cc(CNCCN2CCOCC2)ccc1OCc1ccc(Cl)cc1	-0.08	-3.5	-25.3	1.1	2.1	4.7	.	-0.8	-9.7
O/N=C/CCn1c(=S)sc2ccccc21	-0.29	-5.5	-2.6	-27.9	3.1	-3.1	-5.3[fluorescence artefact?]	12.1	-6.3
CCn1cnc2c(cnn2-c2ccccc2)c1=O	1.27	7.3	-1.5	12.2	-6.0	8.4	-9.8	7.8	20.8
COc1ccccc1CNC(=O)c1cccs1	-0.34	3.8	6.1	5.1	-1.0	-9.4	.	1.7	10.2
Cc1nc2scc(-c3cccs3)c2c(=O)n1CC(=O)O	0.17	-13.5	-13.0	-13.9	10.7	-12.1	.	-1.0	2.0
CC(C)(C)NC(=O)c1ccc2c(c1)N(CC(=O)N1CCN(c3ccc(F)cc3)CC1)C(=O)C(C)(C)O2	-0.99	5.0	3.3	-15.5	-6.0	12.1	6.5[fluorescence artefact?]	2.6	-20.4
Cc1ccc(NC(=O)c2nc[nH]c2C(=O)Nc2ccc(C)cc2)cc1	0.04	6.3	-13.4	33.9	-3.1	-3.5	.	2.1	12.4
CCN(CC)CCOC(=O)c1c(C)n(C)c2ccc(OC)cc12	0.49	-7.0	-4.5	9.3	5.0	-21.0	.	-0.6	-15.1
Cc1ccccc1Cn1c(=O)c2c(nc3n2CCCN3Cc2ccccc2)n(C)c1=O	-0.64	-6.7	-3.3	-21.5	4.8	-24.1	2.0	-5.7	-15.1
CSc1nc(Oc2ccc3ccccc3c2)c2sccc2n1	0.13	20.6	1.5	17.0	-17.9	-1.9	.	9.4	0.4
CC(C)CNC(=S)N1CCC(NC(=O)C23CC4CC(CC(C4)C2)C3)CC1	0.6	2.1	-14.6	4.8	-2.7	-3.4	9.4	3.2	16.1
COC(=O)C1CCC(C)(C(=O)Nc2ccccc2)C1(C)C (configuration not stated)	0.06	-4.9	-9.9	54.7	4.2	-6.3	-8.8	2.2	-94.3
O=S(=O)(N/N=C\C=C\c1ccccc1)c1ccccc1	0.51	-6.5	-25.6	13.1	8.8	4.5	.	-3.7	-10.0
O=C(CNS(=O)(=O)c1ccc2ccccc2c1)OCc1nnc(-c2ccccc2)o1	1.09	2.3	-7.6	-0.4	-4.7	-12.9	.	-1.0	0.7

High-throughput results as filed in PubChem.
